Assay outcomes as filed in PubChem.
JMJD2A Tudor: JMJD2A Tudor domain (human) inhibition | AlphaScreen JMJD2A-Tudor / H3K4me3 peptide binding | Potency, µM (highest dose often 114 µM), without a hit: at the top dose activity change, negative = inhibition, usual class: inhibitors | hit rate 4.4% among 390,000 | AID 504339; further: on the % scale 0 is the no-effect control and ±100 the full control effect; nearly all actives have a fitted effect of over 50% in size
12-LOX inh: blocks human arachidonate 12S-lipoxygenase; P18054; purified 12hLO, xylenol orange hydroperoxide absorbance; Potency, µM (highest dose often 108 µM), for inactives: at the top dose activity change, negative = inhibition, usual class: inhibitors; hit rate 1.1% among 580,000; AID 1671190; further: on the % scale 0 is the no-effect control and ±100 the full control effect
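Purified human 12hLO at 150 nM in 25 mM Hepes, 0.01% Triton X-100, pH 7.0, preincubated 15 min at room temperature with compound. Reaction started with 40 uM arachidonic acid, 30 min at room temperature. Hydroperoxide measured by Fe-xylenol orange, 573/405 nm absorbance ratio.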
HP1b chromo inh: inhibitors of HP1-beta chromodomain binding to methylated histone tails | Potency, µM (top dose mostly 114 µM), without a hit: at the highest dose activity change, negative = inhibition, actives largely listed as inhibitors | hit rate 0.56% among 390,000 | AlphaScreen HP1-beta / biotin-H3K9me3 peptide binding | AID 540317; further: nearly all actives have a fitted effect of over 70% in size; inactives centre near 23
Target sequence (P83916 whole entry, looked up): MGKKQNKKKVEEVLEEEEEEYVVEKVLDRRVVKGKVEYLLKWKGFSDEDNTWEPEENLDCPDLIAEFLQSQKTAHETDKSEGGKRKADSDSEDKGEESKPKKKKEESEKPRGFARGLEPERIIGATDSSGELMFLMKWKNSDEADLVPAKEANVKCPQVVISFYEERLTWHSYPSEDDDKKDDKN
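AlphaScreen: HP1-beta (50 nM) preformed 30 min with biotin-H3(1-18)K9me3 peptide (50 nM) in PBS pH 7.4, 0.01% Tween-20. Compound added for 30 min at RT, then streptavidin donor/nickel chelate acceptor beads (10 ug/mL) for 30 min.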
ERG Ets-DNA blk: inhibitors of human ERG Ets domain-DNA interaction. P11308. fluorescence polarization, His-ERG Ets domain / labelled DNA. Potency, µM (highest dose often 76.9 µM), for the others: top-dose FP activity, negative = inhibition, hits mostly inhibitors. hit rate 0.028% among 370,000. AID 624246; active means well fitted inhibition curve with a large enough effect in the polarisation, with a control signal flat; inconclusive means small, poorly fitted or top-dose-only effect, or effect the other way, or a change in a side signal; inactive means no such curve, though single readings can be large or run the other way; the % refers to the polarisation;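 further: polarization taken with two DNA probes labelled with fluorescein and Texas red; % of control where 0% means no effect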
Target sequence (P11308 whole entry, looked up, the tested form may be a part): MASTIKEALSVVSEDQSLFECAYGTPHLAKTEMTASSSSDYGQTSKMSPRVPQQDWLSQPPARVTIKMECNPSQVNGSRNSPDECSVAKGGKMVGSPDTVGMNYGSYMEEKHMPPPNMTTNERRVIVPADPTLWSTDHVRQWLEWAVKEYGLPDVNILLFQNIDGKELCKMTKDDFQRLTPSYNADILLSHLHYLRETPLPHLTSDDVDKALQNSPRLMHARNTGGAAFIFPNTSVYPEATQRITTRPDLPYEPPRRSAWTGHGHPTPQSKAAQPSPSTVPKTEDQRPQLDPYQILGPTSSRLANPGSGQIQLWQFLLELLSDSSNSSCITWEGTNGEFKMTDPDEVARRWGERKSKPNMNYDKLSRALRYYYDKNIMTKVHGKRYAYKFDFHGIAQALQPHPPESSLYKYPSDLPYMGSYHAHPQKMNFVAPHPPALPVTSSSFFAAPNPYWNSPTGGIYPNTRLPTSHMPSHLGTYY
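His-tagged ERG Ets domain (1 uM in the protein solution; 300mM KCl, 50mM Tris-HCl, 1mM EDTA, 1mM DTT, pH 7.5) received compound, then a probe mix of 5 nM fluorescein-DNA and 100nM Texas-615-DNA. Fluorescence polarization was read for both dyes.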
RGS4 inhibitor: blocks human RGS4-accelerated GTP hydrolysis | Transcreener GDP fluorescence polarization, RGS4-accelerated GTP hydrolysis | hit rate 0.039% among 390,000 | P49798 | Potency, µM (series often up to 114 µM), without a hit: at the top dose activity change, negative = inhibition, actives largely listed as inhibitors; further: on the % scale 0 is the no-effect control and ±100 the full control effect; nearly all actives have a fitted effect of over 75% in size; some results filed as inactive show a strong effect at the top dose
Target sequence (P49798 whole entry, looked up): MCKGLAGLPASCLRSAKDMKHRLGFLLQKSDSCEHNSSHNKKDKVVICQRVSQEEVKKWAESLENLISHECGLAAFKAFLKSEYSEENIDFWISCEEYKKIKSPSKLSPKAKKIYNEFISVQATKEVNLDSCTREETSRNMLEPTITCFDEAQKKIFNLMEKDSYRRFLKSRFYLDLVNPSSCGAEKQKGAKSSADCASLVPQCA
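MLSMR compounds (23 nl, pin-transferred) preincubated 10 min at room temperature with a 500nM (2x) first reagent, then RGS4 at 900nM (2x) plus Transcreener GDP mix added; fluorescence polarization (620/688 nm) read before and after 90 min at 30 °C.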
GLS inh: blocks human kidney-isoform glutaminase activity | AID 624170 | hit rate 0.21% among 410,000 | Potency, µM (titrated, usually from 45.5 µM), for inactives: top-dose activity change, negative = inhibition, most hits filed as inhibitors | GLS enzymatic activity, qHTS titration; further: on the % scale 0 is the no-effect control and ±100 the full control effect
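hKGA in 45 mM KH2PO4 (pH 8.2), 0.02% Tween-20 with compound, then 1mM L-Glutamine (stock as added) plus glutamate oxidase/HRP/Amplex red coupling mix. Fluorescence read initially and after 30 min at RT; signal change reflects glutamate formation.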
rTrxR1 inhibitor: inhibitors of rat thioredoxin reductase 1. Potency, µM (titrated, usually from 114 µM), inactives show at the top dose activity change, negative = inhibition, most hits filed as inhibitors. O89049. recombinant rTrxR1, NADPH fluorescence consumption, selenite substrate. AID 588453. hit rate 1% among 390,000; further: on the % scale 0 is the no-effect control and ±100 the full control effect; nearly all actives have a fitted effect of over 65% in size
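Rat TrxR1 (90 nM in the dispensed reagent) was pre-reduced with 400 uM NADPH for 5 min at room temperature, then incubated with compound for 15 min. After 400 uM selenite was added, NADPH fluorescence (Ex 340/Em 450 nm) was followed for 8 min.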
Pin1 inh: inhibitors of human Pin1; Q13526; Pin1 FP peptide displacement, HiFluor488, 10 min; Potency, µM (highest dose often 115 µM), inactives show at the highest dose activity, negative = inhibition, most hits filed as inhibitors; hit rate 0.009% among 390,000; AID 504891; active means well fitted inhibition curve with a large enough effect in the polarisation, with a control signal flat, not every such curve was filed as active; inconclusive means small, poorly fitted or top-dose-only effect, or effect the other way, or a change in a side signal; inactive means no such curve, though single readings can be large or run the other way; the % refers to the polarisation; further: on the % scale 0 is the no-effect control and ±100 the full control effect
Target sequence (Q13526 whole entry, looked up): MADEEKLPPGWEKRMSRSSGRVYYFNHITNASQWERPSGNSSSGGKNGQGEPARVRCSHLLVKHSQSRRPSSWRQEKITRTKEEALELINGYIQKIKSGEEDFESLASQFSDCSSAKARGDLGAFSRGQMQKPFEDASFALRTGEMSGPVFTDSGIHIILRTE
PGK inhibitor: blocks T. brucei phosphoglycerate kinase | Potency, µM (series often up to 57.5 µM), for inactives: at the top dose activity change, negative = inhibition, actives largely listed as inhibitors | hit rate 0.043% among 380,000 | P07378 | PGK/GAPDH coupled, Kinase-Glo luminescence, 60 min; further: on the % scale 0 is the no-effect control and ±100 the full control effect; nearly all actives have a fitted effect of over 60% in size
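Luminescent ATP detection (Kinase-Glo Plus) follows a 60-minute room-temperature incubation, with wells lacking PGK as controls. Buffer: 100 mM TEA (pH 7.6), 5 mM MgCl2, 0.01% Tween-20. Coupling enzyme GAPDH (100 nM final) supplies unstable 1,3-BPG in-well.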
Numbers without * were called inactive; i = inactive; ? = inconclusive; nt = no result given; & = joins results of further samples; [ ] = remark or other dose. Unless noted, the call rests on the fitted dose curve; in most records, active means well fitted curve in the direction sought with a large enough effect; inconclusive means small, poorly fitted or top-dose-only effect, or another doubt; inactive means no such curve, though single readings can be large; an effect the other way counts as inactive or inconclusive. Potency means the concentration at half of the fitted maximal effect. These rows are one share of the data; count on the stated rates, not on these rows.

SMILES	JMJD2A Tudor	12-LOX inh	HP1b chromo inh	ERG Ets-DNA blk	RGS4 inhibitor	GLS inh	rTrxR1 inhibitor	Pin1 inh	PGK inhibitor
COc1ccc(OC)c(CCNC(=O)c2ccc3[nH]c(C)c(C)c3c2)c1	-24%	-18%	-15%	-7%	-18%	5%	-16%[57.1 µM]	2%	-2%
CN(C)c1ccc(S(=O)(=O)N2CCCCC2)cc1NC(=O)CCNC(=O)c1ccco1	-11%	173%[activator]	30%	4%	5%	9%	?	0%	-6%
COc1cc(/C=C2\C(=N)N3N=CSC3=NC2=O)ccc1OS(=O)(=O)c1ccccc1[N+](=O)[O-]	-30%	?	-3%	-3%	22%	-18%	?	4%	14%
O=C(COc1ccc2ccc(=O)oc2c1)NC1CCN(Cc2ccccc2)CC1	-4%	22%&14%	33%	-12%	8%[11.4 µM]	-16%	-11%	-6%	i
COc1ccc(CNCCSc2nnnn2C)c(OC)c1OC	-11%	12%	15%	6%	5%	4%	21%[57.1 µM]	-1%	i
CCOC(=O)C1CCN(C(=O)C2(NC(=O)Nc3ccccc3Cl)CCCCC2)CC1	3%	56%[activator][57.4 µM]	45%[activator]	-2%	8%	-1%	-1%	2%	4%
CCn1c(=O)c2c(nc3n2CCCN3Cc2ccccc2)n(C)c1=O	-22%	-1%	27%	-13%	-10%	-3%	13%	-3%	nt
CC[C@@H](C)[C@H](CNC)NC[C@@H](Cc1cccc2ccccc12)NCCc1cccc(C(F)(F)F)c1	?	?	10%	-7%	-2%	3%	12%	7%	-8%
Nc1cc(N)nc(SCc2cc([N+](=O)[O-])cc3c2OCOC3)n1	-2%[11.4 µM]	3%	36%	16%	-4%[11.4 µM]	2%	-3%	-4%	6%
Cc1nnc2ccc(N3CCC4(CC3)OCCO4)nn12	-12%	1%	39%	6%	-30%	0%	6%	-9%	3%
Clc1ccc(-c2nc3cnccn3c2Nc2ccc3c(c2)OCO3)cc1	50µM*	?	?	19%	-21%	12%	2%[57.1 µM]	-3%	-2%
O=C(O)CC(NNC(=O)c1ccccc1)C(=O)Nc1ccc([N+](=O)[O-])cc1 (centres undefined)	-12%	?	38%	-5%	10%	19%	-1%	1%	6%
Cc1ccc(S(=O)(=O)N(CC(=O)N2CCCCCC2)c2ccccc2)cc1	-7%	-13%	21%	-1%	10%	0%	-3%	-7%	-2%
CCOC(=O)C1CCCN(C(=O)C2CCN(c3nnc(-n4cccc4)s3)CC2)C1 (centres undefined)	-12%	50%[activator][57.4 µM]	23%	-14%	5%	1%	18%	2%	-1%
Cc1n[nH]c(C)c1S(=O)(=O)N1CCCC(C(=O)NCc2cccs2)C1 (centres undefined)	-12%	0%	13%	-11%	14%	8%	3%	4%	1%
Cc1nn(Cc2ccccc2)c(C)c1NC(=O)CSc1nnc(-c2cc(Cl)ccc2O)n1C	-17%	?	23%	nt	4%	13%	12%	4%	4%
CC(C)[C@@H](C(=O)O)N(Cc1cccc(CN([C@H](C(=O)O)C(C)C)S(C)(=O)=O)c1)S(C)(=O)=O	-24%	-2%	35%	-6%	6%	0%	10%	-17%	5%
O=S(=O)(NCC(c1cccnc1)N1CCN(Cc2ccccc2)CC1)c1ccc(F)cc1 (centres undefined)	-9%	0%	6%	0%	17%	4%	-16%	6%	1%
Cc1nn(C)c(C(=O)NNC(=O)NC2CCCCC2)c1Cl	-1%	i	50%[activator]	4%	-14%	-2%	13%	-3%	-7%
O=C(NCCc1ccc(Cl)cc1)c1ccc(Cn2c(=O)c3cccn3c3cccnc32)cc1	?	-4%	1%	-1%	-37%	1%	36%	89%[activator]	-1%
CC(C)c1ccc(N(CC(=O)NCC2CCCO2)C(=O)CCC(=O)Nc2nccs2)cc1 (centres undefined)	4%	12%	22%	-6%	-12%	3%	11%	-3%	-11%
O=C1c2ccccc2NC(c2c(Cl)cccc2Cl)N1Cc1ccccc1 (centres undefined)	7%	171%[activator]	49%[activator]	10%	-25%	-4%	48%	2%	-1%
CC(C)c1nc(SCC(=O)N2CCc3ccccc32)n[nH]1	-21%	?	22%	8%	13%	0%	15%[57.1 µM]	-1%	-1%
Cc1ccc(CNc2oc(-c3ccco3)nc2S(=O)(=O)c2ccccc2)cc1	-19%	0%	2%	-1%	-18%	-25%	-16%	72%[activator]	i
CC(=O)NC(=S)Nc1ccc(NC(=O)c2cccs2)cc1	-13%	-26%	29%	1%	16%	8%	?	5%	-1%

Copied from the list.
Under Pin1 inh, CCOC(=O)C1CCN(C(=O)C2(NC(=O)Nc3ccccc3Cl)CCCCC2)CC1 reads 2%
Under HP1b chromo inh, CC(C)c1nc(SCC(=O)N2CCc3ccccc32)n[nH]1 reads 22%
Under RGS4 inhibitor, CC(C)[C@@H](C(=O)O)N(Cc1cccc(CN([C@H](C(=O)O)C(C)C)S(C)(=O)=O)c1)S(C)(=O)=O reads 6%

The list continues.
SMILES	JMJD2A Tudor	12-LOX inh	HP1b chromo inh	ERG Ets-DNA blk	RGS4 inhibitor	GLS inh	rTrxR1 inhibitor	Pin1 inh	PGK inhibitor
COc1cccc(NC(=O)c2sc(-n3nc(C)c(Cc4ccccc4Cl)c3C)nc2C)c1	-14%	-7%	58%[activator]	1%	-5%	9%	25%	-9%	i
CCN(C(=O)CCc1nc(-c2ccc(C)cc2)no1)c1cc(C)ccc1C	46%[activator]	-25%	74%[activator]	0%	5%	-10%	-1%	?	-2%
COc1ccccc1C1=NOC(Cn2c(NCCCO)nc3c2c(=O)n(C)c(=O)n3C)C1 (centres undefined)	-11%	?	8%	6%	3%	-5%	-14%[57.1 µM]	-3%	-2%
O=C(NCCC1=CCCCC1)c1ccc2c(c1)N(Cc1ccccc1)C(=O)c1ccccc1S2=O (centres undefined)	-22%	-4%	22%	-3%	26%	1%	-9%	22%	7%
COc1ccc2c(c1)cc(C(=O)N[C@@H](Cc1ccccc1)C(=O)O)n2C	-9%	0%	16%	7%	-2%	-6%	43%[activator]	4%	nt
CCCc1nnn(S(=O)(=O)c2ccc([N+](=O)[O-])cc2)c1CCC	-1%	-17%	24%	4%	-22%	-7%	4%[11.4 µM]	-7%	-7%
OCCOc1ccc(CN2CCN(CCCc3ccccc3)C(CCO)C2)cc1 (centres undefined)	-15%	19%	34%[activator]	-26%	7%	-7%	9%	-1%	-3%
CC(=O)c1cccc(NC(=O)COC(=O)Cn2cnc3ccccc32)c1	-3%	1%	27%	-1%	14%	8%	10%	0%	1%
CCOc1ccccc1C1NC(=O)NC(C)=C1C(=O)OCc1ccco1 (centres undefined)	-21%	-15%	1%	nt	-9%	8%	?	14%	-7%
Cc1ccc(CN2CCSc3ccc(C(=O)N4CCN(c5ccccc5)CC4)cc32)cc1	?	-12%	0%	-1%	-5%	0%	32%	6%	-13%
COCCn1c(SCC(=O)N2CC(=O)Nc3ccccc32)nnc1-c1ccoc1C	-1%	-11%	14%	9%	1%	-5%	-6%	35%[activator]	9%
Cc1ccc(C(=O)N/C(=C/c2ccco2)C(=O)N2CCCCCC2)cc1	-31%	?	-20%	6%	-26%	2%	-21%	10%	i
COc1ccccc1-c1nc2s/c(=C\c3cccs3)c(=O)n2n1	-5%[11.4 µM]	42%[activator]	-38%	0%	4%[11.4 µM]	-2%	-5%	11%	5%
Cc1nc2ccccc2c(=O)n1NC(=O)c1cc(Br)ccc1Cl	1%[11.4 µM]	?	26%	7%	25%[11.4 µM]	4%	4%	-2%	-10%
COc1ccccc1NC(=O)C1=C(C)Nc2nc3ccccc3n2C1c1cccc(Br)c1 (centres undefined)	-20%	0%	22%	-4%	3%	-3%	53%[activator]	-1%	-7%
O=C(NCc1ccccn1)c1c(O)c2cccc3c2n(c1=O)CC3	-5%	5%	44%[activator]	-2%	-17%	-2%	5%	0%	i
COc1ccccc1C1=NOC(C(=O)N2CCN(C(=O)c3ccco3)CC2)C1 (centres undefined)	-17%	-24%	19%	-3%	20%	-1%	10%	3%	-5%
CCc1ccc(NC(=O)CCNS(=O)(=O)c2ccc3c(c2)CCCC(=O)N3)cc1	-19%	-22%	37%	0%	4%	-7%	30%	-5%	-1%
O=P(Cc1cc[n+]([O-])cc1)(c1ccccc1)c1ccccc1	-5%	-12%	14%	1%	26%	6%	-7%	6%	-3%
COC(=O)c1ccc(COc2ccccc2/C=C(\C#N)C(=O)Nc2ccc(C)cc2)cc1	-12%	-11%	15%	-2%	27%	-2%	18%	9%	2%
CCC(C)(C(=O)NC1CCCCC1)N(C(=O)C1CCC(=O)N1)c1ccccc1 (centres undefined)	3%	-22%	32%[activator]	-2%	25%	-4%	7%	1%	-3%
Cc1cc(NC(=O)COC(=O)c2c(Cl)cccc2Cl)no1	-2%	171%[activator]	33%	3%	8%	-14%	7%	-2%	-3%
CC1S/C(=C(\C#N)C(N)=O)N(c2ccc(F)cc2)C1=O (centres undefined)	-19%	-19%	56%[activator]	-2%	2%	10%	5%[57.1 µM]	0%	-7%
CCOC(=O)CCCNC(=O)COC(=O)[C@@H]1CCCN1S(=O)(=O)c1ccc(Cl)cc1	7%[57.1 µM]	?	40%[activator]	0%	-3%	3%	-7%	-2%	5%
